Screening results deposited in PubChem by NCI.
Growth percent in the NCI-60 one-dose screen (48 h, 10 µM unless noted): 100 = growth as untreated, 0 = no growth, -100 = all killed.
OVCAR-3: OVCAR-3 ovarian cancer. 79,000 compounds, 7% hits. AID 1794787
OVCAR-8: OVCAR-8 ovarian cancer; AID 1794782; 81,000 compounds, 4.4% hits
SF-268: SF-268 CNS cancer cells; AID 1794759; 82,000 compounds, 3.1% hits
OVCAR-4: OVCAR-4 ovarian cancer cells; 80,000 compounds, 3.7% hits; AID 1794784
U251: U251 CNS tumor cells | 80,000 compounds, 5.4% hits | AID 1794753
SK-OV-3: SK-OV-3 ovarian cancer cells | 80,000 compounds, 3.2% hits
OVCAR-5: OVCAR-5 ovarian cancer; AID 1794783; 82,000 compounds, 2.9% hits
PC-3: PC-3 prostate cancer cells; 80,000 compounds, 3.9% hits; AID 1794754
DU-145: DU-145 prostate cancer. AID 1794760. 81,000 compounds, 4.2% hits
* hit, by the source's call; · = no result given; & = joins results of further samples; [ ] = remark or other dose. How the source made its calls: active means growth percent below 10; inactive means the rest.

Structure,OVCAR-3,OVCAR-8,SF-268,OVCAR-4,U251,SK-OV-3,OVCAR-5,PC-3,DU-145
CC1(C)CC[C@]2(C(=O)O)CC[C@]3(C)C(=CC[C@@H]4[C@@]5(C)CC/C(=N\OCCC#N)C(C)(C)[C@@H]5CC[C@]43C)[C@@H]2C1,110,109,85,83,107,110,103,99,92
CNC(=O)c1cc(Oc2ccc3nc(NC(=O)c4cccc(C(F)(F)F)c4)sc3c2)ccn1,·,106,98,101,104,111,98,102,101
c1ccc2c(NCCCn3ccnc3)c3oc4ccccc4c3nc2c1,5.2*,-17*,11,-11*,18,17,1.5*,5.8*,-17*
Cc1ccc(S(=O)(=O)Oc2ccc3ccccc3c2)cc1,102,101,100,97,98,102,107,89,103
CCOc1ccccc1CNC(=O)C1c2ccccc2C(=O)N(CC(C)C)C1c1cccs1 (stereo not given),106,104,98,·,104,107,107,108,106
CCCCCCCC/C=C\CCCCCCCCOc1ccc(CC(=O)NCC[N+]2(C)CCOCC2)cc1,98,73,70,97,15,99,29,13,89
C[C@H]1C[C@H]2[C@@H]3CC[C@H]4C[C@@H](O)CC[C@]4(C)[C@H]3CC[C@]2(C)OC1=O,119,102,104,·,95,127,115,101,102
CCn1cc(C(=O)O)c(=O)c2cc(F)c(N3CCN(CCC(=O)Nc4ccc(/C(C)=N/O)cc4)CC3)cc21,104,107,93,104,107,109,105,102,107

Next results.
Structure,OVCAR-3,OVCAR-8,SF-268,OVCAR-4,U251,SK-OV-3,OVCAR-5,PC-3,DU-145
COC(OC)C1(c2ccccc2)NC(=O)NC1=O (stereo not given),126,103,119,113,107,102,122,103,120
O=c1cn[nH]c2ccccc12,104,105,109,104,102,102,96,86,109
Nc1nc2nc(/N=N/SCCO)[nH]c2c(=O)[nH]1,·,101,104,107,99,102,106,103,110
NC(=O)N/N=C/c1ccc(Br)cc1O,101,99,98,108,98,107,92,83,110
C/C=C/C(N)=O,99,106,104,107,104,110,100,94,106
O=C1NCC(Nc2ccc(Cl)cc2)C(=O)N1 (stereo not given),96,114,87,99,113,103,88,·,106
CCOC(=O)CCN1CCN(c2cccc(C)c2)CC1,102,107,98,101,103,104,96,89,109
Cc1cc2c(c(C)c1Cl)C(=O)/C(=C/c1cccc([N+](=O)[O-])c1)O2,107,94,100,86,93,·,100,100,104

Some of these compounds in order of formula weight, lowest first.
Structure,OVCAR-3,OVCAR-8,SF-268,OVCAR-4,U251,SK-OV-3,OVCAR-5,PC-3,DU-145
O=c1cn[nH]c2ccccc12,104,105,109,104,102,102,96,86,109
COC(OC)C1(c2ccccc2)NC(=O)NC1=O (stereo not given),126,103,119,113,107,102,122,103,120
Nc1nc2nc(/N=N/SCCO)[nH]c2c(=O)[nH]1,·,101,104,107,99,102,106,103,110
CCOC(=O)CCN1CCN(c2cccc(C)c2)CC1,102,107,98,101,103,104,96,89,109
Cc1ccc(S(=O)(=O)Oc2ccc3ccccc3c2)cc1,102,101,100,97,98,102,107,89,103
C[C@H]1C[C@H]2[C@@H]3CC[C@H]4C[C@@H](O)CC[C@]4(C)[C@H]3CC[C@]2(C)OC1=O,119,102,104,·,95,127,115,101,102
Cc1cc2c(c(C)c1Cl)C(=O)/C(=C/c1cccc([N+](=O)[O-])c1)O2,107,94,100,86,93,·,100,100,104
CC1(C)CC[C@]2(C(=O)O)CC[C@]3(C)C(=CC[C@@H]4[C@@]5(C)CC/C(=N\OCCC#N)C(C)(C)[C@@H]5CC[C@]43C)[C@@H]2C1,110,109,85,83,107,110,103,99,92
CCn1cc(C(=O)O)c(=O)c2cc(F)c(N3CCN(CCC(=O)Nc4ccc(/C(C)=N/O)cc4)CC3)cc21,104,107,93,104,107,109,105,102,107
CCCCCCCC/C=C\CCCCCCCCOc1ccc(CC(=O)NCC[N+]2(C)CCOCC2)cc1,98,73,70,97,15,99,29,13,89

(cont.)
Structure,OVCAR-3,OVCAR-8,SF-268,OVCAR-4,U251,SK-OV-3,OVCAR-5,PC-3,DU-145
COc1cc(C(=O)c2ccc3c(c2)OCO3)cc(OC)c1OC,-27*,36&34,41&37,54&81,16&24,28&24,63&62,29,28&10
CCCOc1cc2ccccc2cc1C(=O)Nc1nc(NC)c2c(ccc3nccc32)[nH]1,-76*,-33*,-78*,-59*,-86*,-87*,-61*,-51*,-83*
O=C(c1cccnc1)N(Cc1ccccc1)C(=O)c1cccnc1,128,96,117,·,109,121,97,102,114
O=C(CCC(=O)N/N=C/c1ccccc1O)N/N=C/c1ccccc1O,23,46,33,26,26,51,83,31,48
Cc1c(-c2ccccc2)oc2c(C(=O)OCCN3CCCCC3)cccc2c1=O,118,107,103,126,112,93,97,100,102
C=C1NC(=O)C(C(C)CC)NC(=O)C2CSCC(NC(=O)CCC(=O)O)C(=O)NC(Cc3ccccc3)C(=O)NC(C)C(=O)NC(CC(C)CC)C(=O)NC(C(=O)NC(Cc3ccccc3)C(=O)N3CCCC3C(=O)N2)C(C)OC(=O)C(CO)NC(=O)C(C(O)COC)N(C)C(=O)C(C(C)C)NC(=O)C(CC(C)CC)NC1=O (stereo not given),12[6 µM],13[6 µM],26[6 µM],56[6 µM],11[6 µM],39[6 µM],45[6 µM],22[6 µM],9.6*[6 µM]
CC(Br)c1nc2ccccc2cc1C(N)=O (stereo not given),105,112,104,109,98,95,108,103,102
O=C(OC1CCCC1)c1ccccc1Cl,112,111,104,107,101,108,96,96,109

(listing goes on)
Structure,OVCAR-3,OVCAR-8,SF-268,OVCAR-4,U251,SK-OV-3,OVCAR-5,PC-3,DU-145
COc1cccc(CNC2CCCCC2)c1O,109,99,107,119,97,108,104,82,113
Cc1cc(C)cc(N2C(=O)C=CC2=O)c1,111&111,103&99,105&103,109,106&104,101&109,104&97,102&102,114&110
CCOC(=O)C1=C(C)NC(C)=C(C(=O)OCC)C1c1cccc(C#N)c1,109,97,96,99,91,95,95,79,111
Cc1ccccc1C1CC(=O)c2ccccc2C1C (stereo not given),116,106,101,101,89,105,97,99,109
CCOC(=O)Cn1c2c(sc1=O)C(c1cccs1)C1C3CCC(C3)C1S2 (stereo not given),87,97,82,92,96,102,102,91,91
O=S(=O)(Nc1ccc(Cl)nn1)c1ccc(NC2=NC3C=CC=CC3S2)cc1 (stereo not given),99,100,105,97,101,103,118,93,114
CNC(=O)c1c(NC(=O)c2cccc(C(F)(F)F)c2)sc2c1CCC(=O)C2,3.4*,8.9*,22,-81*,2.7*,-5.1*,-22*,-46*,24
CCCCCCOc1cc(N)ccc1C(=O)NCCN(CC)CC,98,108,100,109,98,100,98,93,·

The listing continues:
Structure,OVCAR-3,OVCAR-8,SF-268,OVCAR-4,U251,SK-OV-3,OVCAR-5,PC-3,DU-145
CCOc1ccc(/C=N/NC(=O)Cn2nc(Cc3ccccc3)c3onc(C)c3c2=O)cc1,15,5.2*,-9.5*,11,-21*,-5.8*,61,22,31
COC(=O)c1ccc2[nH]c(O)c(C(=Nc3ccc(N(C)C(=O)CN4CCN(C)CC4)cc3)c3ccc([N+](=O)[O-])cc3)c2c1,54,37,45,47,43,23,94,35,47
CCC(=O)c1ccc(OC)c(OC)c1OCc1ccccc1,117,100,103,102,108,104,101,88,114
COC(=O)[C@H]1Cc2c([nH]c3ccccc23)[C@@H](c2cccnc2)N1,106,100,95,94,94,108,99,94,103
NC(=O)c1ccccc1OCC(O)CO (stereo not given),106,104,105,103,99,109,100,103,114
Cc1ccc(-c2nc(C(=O)O)c(Sc3ccc(Cl)cc3)o2)cc1,101,98,101,103,94,95,90,98,106
Cn1cc(/C=N/Nc2ccnc3cc(Cl)ccc23)c2ccccc21,-90*,-53*,-74*,-76*,-50*,-71*,-91*,-52*,-93*
Cc1ccc2c(n1)C(=O)C(Cl)=C(Nc1ccccc1C(C)C)C2=O,-3.8*,68,86,28,80,80,86,54,63

Carrying on:
Structure,OVCAR-3,OVCAR-8,SF-268,OVCAR-4,U251,SK-OV-3,OVCAR-5,PC-3,DU-145
O=C(CCN1C(=O)CCC1=O)Nc1ncc(Cc2ccc(F)cc2)s1,111,108,100,106,103,107,104,93,113
CC(=O)N=Cc1ccccc1O,106,·,110,109,98,116,92,88,107
CC(=O)OC1=C2C(CC3C4CC=C5CC(OC(C)=O)CCC5(C)C4CCC23C)C(C#N)(C#N)C(C#N)(C#N)C1 (stereo not given),94,88,112,97,97,111,103,70,114
COC(=O)c1nc(-c2ccc(C)cc2)oc1N1CCCCC1,96,97,83,92,99,112,82,85,88
COc1cc(OC)cc(-c2n[nH]nc2-c2ccc3c(c2)OCO3)c1,10,29,52,52,7.9*,16,5.0*,19,25
CNC(=O)c1ccccc1,104,109,96,113,108,112,109,98,103
COc1cc(/C=N/NC(=O)c2ccccc2Nc2cccc(C(F)(F)F)c2)cc(OC)c1OC,-54*,34,20,9.6*,-32*,16,62,-35*,-23*
COc1cc(C2=Cc3[nH][nH]c(=O)c3C(c3sc(N(C)Cc4ccccc4)nc3Cl)C2)cc(OC)c1OC (stereo not given),93,93,87,94,99,110,104,85,107

(next part)
Structure,OVCAR-3,OVCAR-8,SF-268,OVCAR-4,U251,SK-OV-3,OVCAR-5,PC-3,DU-145
CC(=O)OC1=Cc2sc3[nH]c(=S)n(-c4ccccc4)c(=O)c3c2CC1,107,98,97,86,97,98,98,90,102
O=C(O)/C=C/C(=O)N1CCOCC1,114,100,99,97,93,65,99,92,108
COc1cc(-c2nn(-c3cccc(NC(=O)CN4CCN(C)CC4)c3)cc2-c2ccncc2)ccc1Cl,98,110,93,120,107,108,94,92,105
C1CC(=NN=C2CCSCC2)CCS1,94,102,91,104,103,107,96,98,100
CCOC(=S)Sc1ccc([N+](=O)[O-])cc1[N+](=O)[O-],62,93,104,113,90,97,99,84,96
NC(CCc1ccc2c(c1)OCO2)c1ccccc1 (stereo not given),108,104,95,110,99,99,90,96,113
O=C(C1CCC1)N1N=C(c2ccc(-n3ccc(C(F)(F)F)n3)cc2)CC1c1ccc[nH]1 (stereo not given),107,95,102,112,82,133,95,76,103
CCCCOc1cc(C(=O)NCCN(CC)CC)c2ccccc2n1,101&114,82&93,101&103,101&94,92&83,93&112,98&91,96&74,106&109

Next part.
Structure,OVCAR-3,OVCAR-8,SF-268,OVCAR-4,U251,SK-OV-3,OVCAR-5,PC-3,DU-145
CC(=NC1CCCCC1)c1ccc(O)cc1O,108,100,93,103,100,117,101,82,106
Cc1c(Cl)cccc1NC(=O)c1sc2nc3c(cc2c1N)CCCCCC3,-18*,17,36,47,16,35,47,33,9.3*
N#CC1(N)c2ccccc2-c2ccccc21,102,104,100,110,95,114,117,104,104
Cc1cc(C)nc(NS(=O)(=O)c2ccc(NC(=O)c3ccc(-n4c(=O)[nH]c5ccccc5c4=O)cc3)cc2)n1,111,113,122,108,100,96,105,110,116
Nc1c(-c2nnc(-c3ccccc3)o2)nnn1-c1ccccc1,106,94,109,93,86,99,100,92,101
O=Cc1cc([N+](=O)[O-])ccc1O,82,98,103,105,92,93,88,92,105
CC1=NC(=O)C(C)(c2ccccc2)N1CCc1ccccc1 (stereo not given),104,105,105,100,107,112,·,85,112
NCCCC[C@H](NC(=O)[C@@H]1CCCN1C(=O)Cc1ccc(O)cc1)C(=O)N[C@@H](CCCN=C(N)N)C(=O)N[C@@H](CCCN=C(N)N)C(=O)N[C@@H](CCCN=C(N)N)C(=O)N[C@@H](CCCN=C(N)N)C(=O)N[C@@H](CCCN=C(N)N)C(=O)N[C@@H](CCCN=C(N)N)C(N)=O,110,102,107,99,107,104,105,101,111
CN(C)c1ccc(/C=C/c2sc3ccc4ccccc4c3[n+]2C)cc1,-63*,-31*,-65*,-20*,-51*,-24*,-27*,-38*,-40*
CC(C#N)C(N)=O (stereo not given),·,107,107,116,103,107,95,98,·
